High-throughput results from PubChem BioAssay.
MBD2 inh – inhibitors of MBD2 binding to methylated DNA, primary screen, biochemical, TR-FRET, DNA-binding domain, human | inhibition, % at 4.4 µM | MBD2 binding to methylated oligonucleotide | hit rate 0.31% among 370,000 | Methyl-CpG-binding domain protein 2 (Homo sapiens), Q9UBB5; in the data active = inhibition above about 13%
Target sequence (Q9UBB5 whole entry, looked up, the tested form may be a part): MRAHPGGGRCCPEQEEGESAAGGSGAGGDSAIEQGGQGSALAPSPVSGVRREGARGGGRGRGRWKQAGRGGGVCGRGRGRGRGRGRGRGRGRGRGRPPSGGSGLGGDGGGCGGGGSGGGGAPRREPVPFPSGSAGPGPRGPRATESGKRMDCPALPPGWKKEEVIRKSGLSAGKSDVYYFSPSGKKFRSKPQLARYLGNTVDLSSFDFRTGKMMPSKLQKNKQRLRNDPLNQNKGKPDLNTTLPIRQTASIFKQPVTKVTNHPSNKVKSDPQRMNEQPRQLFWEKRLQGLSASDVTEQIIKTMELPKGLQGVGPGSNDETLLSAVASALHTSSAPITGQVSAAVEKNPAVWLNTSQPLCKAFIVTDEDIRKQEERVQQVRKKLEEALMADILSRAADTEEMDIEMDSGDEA
KLK7 zymogen act – proKLK7 zymogen activators, primary screen, biochemical, fluorescence intensity | Kallikrein-7 (Homo sapiens), P49862 | purified proKLK7, EDANS-DABCYL substrate fluorescence; 100% is mature enzyme control, 0% vehicle | activation, % at 7 µM | hit rate 0.9% among 370,000 | AID 652039, 2013;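 active = activation above the mean of all tested compounds plus 3 SD, computed per campaign excluding outliers beyond control limits, cut at about 13% in these data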
Target sequence (P49862 whole entry, looked up): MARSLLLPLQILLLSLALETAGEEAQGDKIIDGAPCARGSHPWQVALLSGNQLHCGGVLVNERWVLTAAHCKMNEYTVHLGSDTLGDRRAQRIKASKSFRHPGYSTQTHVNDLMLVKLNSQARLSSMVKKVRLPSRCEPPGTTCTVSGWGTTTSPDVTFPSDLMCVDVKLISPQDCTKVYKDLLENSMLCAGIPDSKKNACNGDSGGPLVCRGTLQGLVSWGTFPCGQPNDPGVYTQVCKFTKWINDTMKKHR
TCR-CD3 inh – inhibitors of human TCR-CD3 interaction, primary screen, biochemical, fluorescence, TAMRA-labeled TCR probe; hit rate 0.37% among 360,000; inhibition, % at 9.4 µM; T-cell receptor (TCR); AID 651800, 2012; in the data active = inhibition above about 19%;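 also: recombinant mutant TCR 2C K166C tagged with TAMRA read by polarization; 0% = receptor in buffer alone and 100% = receptor with positive control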
DDE Tn7 FP inh – inhibitors of Tn7 peptide binding to fibrin DD(E), primary screen, biochemical, fluorescence polarization, human fibrin, Tn7 probe. hit rate 0.13% among 370,000. FP displacement of FITC-Tn7 peptide from fibrin DD(E); 0% = median of compound wells per plate. inhibition, % at 8.3 µM. AID 720508, 2013;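 active = inhibition above the mean of compounds falling within the control limits plus 3 SD of them, cut at about 14% in these data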;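 also: 0% = plate median of compound wells and 100% = 10 µM Aha-Tn7 peptide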
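Assay system: Human clot-derived fibrin DD(E) complex | Buffer or medium: Tris/NaCl/CaCl2 buffer, pH 7.8 | Repeats: One replicate per compound | Benchmarks: Aha-Tn7 high control | Measure: % inhibition scaled between sample-field median and high-control FP | Schedule: 10 min plus 3 h, room temperature | Signal: Fluorescence polarization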
DDE Tn6 FP inh – inhibitors of Tn6 peptide binding to fibrin DD(E), primary screen, biochemical, fluorescence polarization, human fibrin, Tn6 probe; Fibrinogen beta chain (Homo sapiens), P02675; Fibrin DD(E) TRITC-Tn6 fluorescence polarization displacement; inhibition, % at 8.3 µM; hit rate 0.21% among 370,000; AID 720509, 2013;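 active = inhibition above a per-campaign cutoff: mean of compounds within control limits plus 3 SD, cut at about 15% in these data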;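 also: 0% = median of all compound wells on the plate and 100% = blocking peptide control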
UHRF1 MBD2 ctr – UHRF1 methylated DNA binding inhibitors, primary screen, counter-screen for MBD2 inhibitor project, biochemical, TR-FRET, human UHRF1, single concentration; UHRF1 binding to methylated oligo; inhibition, % at 4.4 µM; hit rate 0.75% among 370,000; AID 687016, 2013; in the data active = inhibition above about 21%;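 also: UHRF1 SRA domain binding a hemimethylated CpG hairpin DNA probe; 0% = median of test compound wells and 100% = reference inhibitor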
SIAE inh – human SIAE inhibitors, primary screen, biochemical, fluorescence polarization, FP-Rh probe, 1536-well HTS | hit rate 0.69% among 370,000 | inhibition, % at 9.66 µM | SIAE FP-Rh probe binding | Sialate O-acetylesterase (Homo sapiens), Q9HAT2;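 active = inhibition above a cutoff: mean of compounds within the control limits plus 3 SD of those, cut at about 17% in these data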;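 also: 0% = plate median of compound wells and 100% = probe without SIAE protein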
PRMT1 FP inh – PRMT1 methyltransferase inhibitors, primary screen, biochemical, fluorescence polarization | inhibition, % at 2.79 µM | hit rate 1.3% among 370,000 | AID 652257, 2013 | Protein arginine N-methyltransferase 1 (Homo sapiens), Q99873 | recombinant PRMT1, activity-based probe fluorescence polarization;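 active = inhibition above about 21% made by adding two undisclosed values, limit read from the data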
Target sequence (Q99873 whole entry, looked up): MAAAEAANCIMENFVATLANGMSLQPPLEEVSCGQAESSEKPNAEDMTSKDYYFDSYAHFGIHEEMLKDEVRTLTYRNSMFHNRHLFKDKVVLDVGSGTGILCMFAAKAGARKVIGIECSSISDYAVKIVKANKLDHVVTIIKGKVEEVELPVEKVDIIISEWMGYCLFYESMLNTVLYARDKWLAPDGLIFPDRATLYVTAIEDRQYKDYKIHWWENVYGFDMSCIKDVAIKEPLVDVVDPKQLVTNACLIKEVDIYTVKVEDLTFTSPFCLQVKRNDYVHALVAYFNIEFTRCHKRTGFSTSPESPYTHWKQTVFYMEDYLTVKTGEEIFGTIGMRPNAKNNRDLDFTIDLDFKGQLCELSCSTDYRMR
LEDGF integ inh – blockers of LEDGF/p75-dependent integrase strand transfer – biochemical, TR-FRET, high throughput, primary screen | HIV-1 integrase (with human LEDGF/p75) | TR-FRET IN-LEDGF/p75 DNA integration, Eu/Cy5 | inhibition, % at 3.7 µM | hit rate 0.64% among 370,000;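 active = inhibition above the screen-wide mean plus 3 SD, cut at about 13% in these data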;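 also: signal is the Cy5 over europium emission ratio at 671 and 618 nm; 0% = plate median of compound wells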
TDP2 absorb – human TDP2 enzyme inhibitors, primary screen, biochemical, epi absorbance, recombinant enzyme | Tyrosyl-DNA phosphodiesterase 2 (Homo sapiens), O95551 | T5PNP hydrolysis, p-nitrophenol absorbance 415 nm | inhibition, % at 12.8 µM | hit rate 0.34% among 370,000 | AID 720702, 2013;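 active = inhibition above the mean of all tested compounds plus 3 SD, set per campaign, cut at about 25% in these data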;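 also: 0% = DMSO with enzyme and 100% = buffer with substrate but no TDP2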
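Test system: Human TDP2 enzyme | Reagent: 5 mM T5PNP | Compound dosing: 12.8 µM single point, 1% DMSO | Incubation: Enzyme reaction with compound for 2 h at 37 °C | Technique: p-Nitrophenol epi absorbance | Read-out: % inhibition relative to enzyme-containing and enzyme-free wells | Benchmarks: High control without enzyme, low control DMSO plus TDP2 | Replicates: Singlicate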
* hit, by the source's call.

SMILES	MBD2 inh	KLK7 zymogen act	TCR-CD3 inh	DDE Tn7 FP inh	DDE Tn6 FP inh	UHRF1 MBD2 ctr	SIAE inh	PRMT1 FP inh	LEDGF integ inh	TDP2 absorb
CCOc1ccc(-n2c(=S)sc3c(=O)[nH]c(SCC(=O)N4CCC(C)CC4)nc32)cc1	1	0.4	0	10	8	0	1	-2	0	14
Nc1ncnc2c1ncn2[C@@H]1O[C@H](CNCc2ccc(OCC(=O)Nc3ccccn3)cc2)[C@@H](O)[C@H]1O	-6	-0.3	6	2	8	-2	-3	-4	-2	7
CC(C)CC(c1nnnn1Cc1ccco1)N1CCN(C2CCCC2)CC1 (stereo unspecified)	-3	0.1	6	-5	13	-1	0	-1	0	2
O=C(c1cc2nc(-c3ccc(F)cc3)cc(C(F)(F)F)n2n1)N1CCOCC1	-1	-0.5	1	1	-1	-2	1	-3	-4	-1
COc1cccc(NC(=O)CN(C)C(=O)CC2CC3CCC2C3)c1 (stereo unspecified)	-1	-0.2	-5	2	-4	0	5	-1	-1	10
O=C(CC(=O)Nc1ccc(Cl)cc1Cl)Nc1ccc(Cl)cc1Cl	9	0.7	-5	-3	-5	4	-6	5	4	-8
O=C(CSc1nc2ccc(NC(=O)CSc3nnnn3Cc3ccccc3)cc2s1)Nc1ccccc1	4	0.0	-4	3	-5	-2	-8	-1	0	10
Cc1cc(=O)c(C(=O)O)cn1Nc1ccc(Cl)cc1	4	-0.4	1	3	1	3	6	1	-2	-9
COc1ccccc1NC(=O)c1ccccc1SC	-1	-0.3	-6	2	-1	3	3	0	-1	0
Cc1cc(C)cc(-n2nnc(C(=O)NCc3ccccc3)c2N)c1	-3	-0.4	3	-1	-2	-1	-6	-3	0	-7
Cc1ccc(C(=O)O)cc1NC(=O)CSc1nnc(-c2ccccc2F)n1C1CCCCC1	1	0.0	1	8	3	1	19*	3	-2	-3
CCCOc1ccc(NC(=O)CC2C(=O)N(Cc3ccccc3)C(=S)N2Cc2cccs2)cc1 (stereo unspecified)	1	-0.5	4	0	-6	-2	-63	-1	-2	-6

The list goes on (2 carried over from the part before).
SMILES	MBD2 inh	KLK7 zymogen act	TCR-CD3 inh	DDE Tn7 FP inh	DDE Tn6 FP inh	UHRF1 MBD2 ctr	SIAE inh	PRMT1 FP inh	LEDGF integ inh	TDP2 absorb
Cc1ccc(C(=O)O)cc1NC(=O)CSc1nnc(-c2ccccc2F)n1C1CCCCC1	1	0.0	1	8	3	1	19*	3	-2	-3
CCCOc1ccc(NC(=O)CC2C(=O)N(Cc3ccccc3)C(=S)N2Cc2cccs2)cc1 (stereo unspecified)	1	-0.5	4	0	-6	-2	-63	-1	-2	-6
O=C(NCCN1CCNC1=O)C1CCC(=O)N(CCc2ccc(Cl)cc2)C1 (stereo unspecified)	3	-0.5	-5	-1	-5	3	2	0	-1	2
C=CC[C@@H](CC(=O)N[C@@H](CO)Cc1ccccc1)C(=O)N[C@@H](COC(=O)[C@H](CC=C)CC(=O)OC(C)(C)C)Cc1c[nH]c2ccccc12	-2	-0.5	-7	5	2	2	2	2	-1	-8
CCOC(=O)Cc1nnc(NC(=O)C23CC4CC(CC(C4)C2)C3)s1	-1	-0.1	-4	7	-4	0	3	3	-6	-18
COc1ccccc1NC(=O)C1=C(C)Nc2nnnn2C1c1cccc(Br)c1 (stereo unspecified)	0	0.6	5	4	-1	0	-13	0	-2	7
CC(NC(=O)COC(=O)/C=C/c1cccc(F)c1)c1ccccc1 (stereo unspecified)	2	-0.1	-1	9	-4	2	-3	0	-1	1
Cc1ccc(S(=O)(=O)N(Cc2ccc(F)cc2)C(=O)N2CCN(C)CC2)cc1	-1	-0.2	-3	4	10	0	-4	0	0	12
CCOC(=O)c1ccc(NC(=O)CCS(=O)(=O)c2ccc(Br)s2)cc1	3	0.6	-13	-1	-4	-1	-1	3	0	1
COc1cccc2cc(C(=O)NCc3ccc(Cl)cc3)c(=O)oc12	-3	0.3	5	0	-2	-1	2	-3	3	2
CCOC(=O)N1CCN(CC(=O)Nc2ccc(Oc3ccccc3)cc2)CC1	-5	-0.2	1	1	1	-3	4	-2	-1	-2
Cn1c(=O)c(=O)n(C)c2cc(S(=O)(=O)N3CCCC3C(=O)Nc3ccccc3F)ccc21 (stereo unspecified)	5	0.3	-9	2	-2	4	1	5	0	1
Cc1ccc(CNC(=O)C2CC(=O)N(CCC(C)C)C2)cc1 (stereo unspecified)	-4	0.3	-4	-2	2	0	-1	-3	1	3
COc1cc(C(=O)ON=C2C=C(C)C(=O)C(C)=C2)cc(OC)c1OC	-1	-0.4	-4	-3	0	3	-5	6	-3	0
CCCCNc1nc(-c2ccccc2)cc(C(F)(F)F)c1C(N)=O	5	19*	4	1	6	-2	1	-1	0	-8
Cc1c(Cl)cccc1NC(=S)Nc1ccccn1	4	-0.5	4	2	-5	-2	-1	0	-2	19
C=CCNc1cccc2c1S(=O)(=O)N[C@H](Cc1ccccc1)CO2	1	0.4	0	0	0	6	11	-1	-3	0
Cc1ccc(C)c2nc(SCC(=O)Nc3ccc4c(c3)OCO4)c(C#N)cc12	0	-0.1	-4	-6	1	0	-3	-2	-1	12
COc1ccc(N2C(=O)CC(N3CCN(c4ccc(C(=O)c5cccnc5)cc4)CC3)C2=O)cc1 (stereo unspecified)	-1	0.2	8	-3	-1	4	6	-1	-3	-11
CC12CCC(C(=O)NC3CCCC3)(CC1=O)C2(C)C (stereo unspecified)	-7	0.6	9	-6	10	0	0	-5	4	1
CCOC(=O)c1c(C)[nH]c(C)c1S(=O)(=O)NCCN1CCN(c2cc(Cl)ccc2C)CC1	2	0.4	5	1	-4	58*	-1	-2	-1	-2
COc1ccc(CC(=S)N2CCOCC2)cc1OC	4	0.1	-7	5	-4	1	4	3	3	0
COc1ccc(NS(=O)(=O)c2ccc(NC(=O)Cc3cccs3)cc2)cc1	3	-0.1	7	-2	-7	-2	-3	-3	-2	5
COc1ccccc1N1CCN(C(=O)CN2C(=O)c3ccccc3S2(=O)=O)CC1	2	-0.3	-6	-6	-10	3	1	6	-4	9
Cc1ccc(CSC2=NCCN2C(=O)c2ccco2)cc1	7	-0.3	-8	8	2	5	-5	8	-3	-6
Cc1ccc(S(=O)(=O)N2CCSC2)cc1C	-2	0.1	10	-2	1	-1	0	0	-4	-1
COc1ccc(-c2noc([C@@H]3O[C@H](CO)[C@H](O)[C@H](O)[C@H]3O)n2)cc1OC	0	0.4	-5	-6	-4	-1	4	0	5	6
Clc1nc(N2CCOCC2)ncc1Br	3	0.6	4	-2	0	1	0	-5	1	-12
COC(=O)c1c(NC(=O)COC(=O)Cn2cnc3ccccc32)sc2c1CCCC2	2	0.4	3	-3	-5	-3	-9	-1	0	4
CCOc1ccc(N2C(=O)CN=C2Nc2ccccc2Cl)cc1	3	0.3	1	-7	-2	3	-9	-1	1	-9
O=C(Nc1ccc(Oc2ccccc2)nc1)C1CCCCN1Cc1cccc(O)c1 (stereo unspecified)	0	-0.6	-9	-5	10	0	-4	4	-9	-1
COc1ccc(CNC(=O)COC(=O)c2c(C)nn(-c3ccccc3)c2C)cc1OC	0	-0.4	-3	-4	-5	1	-2	4	1	8
CCOC(=O)CNC(=O)N1CCC(CCOc2ccccc2)(C(=O)OCC)CC1	3	-0.3	7	2	3	-1	-2	-1	-1	5
CC(C)(C)C(=O)Nc1nnc(CC(=O)NCc2ccccc2)s1	3	-0.2	10	-5	2	-2	0	1	0	13
CCC(=O)Nc1ccc(C(=O)n2ccc(C)n2)cc1	1	0.2	-1	-6	-11	-2	3	1	5	6
CC(OC(=O)c1ccc(-n2cnnn2)cc1)C(=O)Nc1ccc(F)c(F)c1F (stereo unspecified)	8	-1.6	-4	-1	5	5	-10	3	-1	4
CC(C)N(C(=O)[C@H]1CC(CC(=O)NCC23CC4CC(CC(C4)C2)C3)C(=O)N2CCc3c([nH]c4ccccc34)[C@]12C)C(C)C (stereo partly specified)	5	-0.8	3	-4	1	4	-14	-4	5	-12
CC(C)(C)NC(=O)CSc1ccc(C(C)(C)C)cc1	2	0.6	1	-5	-2	0	-2	0	-3	1
Cc1ccc(S(=O)(=O)Oc2cc(N)c3c(n2)CCC3)cc1	6	0.4	-5	8	5	-3	8	2	-8	-7
Cc1ccc2ncc(NC(=O)c3ccc(F)cc3)c(=O)n2c1	3	-0.5	4	-6	6	-4	-3	-1	0	-7
COCCN(C(=O)Cc1cccs1)c1nnc(-c2ccncc2)s1	0	17*	1	-3	-5	1	-6	0	0	12
COC(=O)c1ccc(COC(=O)C2CC(O)CN2S(=O)(=O)c2ccc([N+](=O)[O-])cc2)cc1 (stereo unspecified)	-1	-0.4	4	2	4	-2	0	-4	-3	4
O=C(N/N=C/c1ccccc1[N+](=O)[O-])c1ccc2nc[nH]c2c1	-3	0.6	4	0	-6	-4	-4	3	1	-9
CCCN1CCC(=O)N([C@H](CSc2ccc(OC)cc2)c2ccccc2)CC1	3	-0.7	-3	-3	-5	2	1	11	-2	-8
CCn1c(Cc2ccccc2)nnc1SCC(=O)c1cccc([N+](=O)[O-])c1	0	0.1	5	1	3	-3	1	-2	-1	-12
COc1ccc(CC(=O)Nc2cc(S(=O)(=O)N3CCCC3)ccc2Cl)c(OC)c1	-3	0.6	2	12	-2	0	-2	0	-1	7
O=[N+]([O-])c1ccc(CS(=O)c2ccccc2)cc1 (stereo unspecified)	-3	0.5	-1	7	11	2	1	-3	3	5
CC(=O)C1=C(O)C(=O)N(Cc2cccnc2)C1c1ccc(Cl)cc1 (stereo unspecified)	-3	0.1	1	-5	1	-6	2	-1	-3	13
O=C(CN1C(=O)C2CC=CCC2C1=O)Nc1ccc(-c2nnc3n2CCCCC3)cc1 (stereo unspecified)	3	0.3	1	-7	-3	2	0	2	2	-9
O=C(c1ccc(Cl)c(S(=O)(=O)N2CCOCC2)c1)N1CCN(c2ccccc2F)CC1	2	0.0	2	4	-2	4	-1	2	-2	9
